FLuc modulator: qHTS profiling assay for firefly luciferase inhibitor/activator using purifed enzyme and Km concentrations of substrates (counterscreen for miR-21 project); purified FLuc, Km substrates, luminescence inhibition; Luciferin 4-monooxygenase (Photinus pyralis), P08659; Potency, µM (titrated, usually from 57.5 µM), for the others: at the highest dose activity change, negative = inhibition, hits mostly inhibitors; 360,000 tested, 6.9% active;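 note: potency is the fitted concentration of half-maximal effect; plate controls were vehicle for no effect and reference inhibitor for full effect; nearly all actives have a fitted effect of over 55% in size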
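Biochemical qHTS of compounds, final roughly 60 µM downward over six points, against 10 nM purified firefly luciferase using Km concentrations of substrates (10 uM D-luciferin, 10 uM ATP) in Tris acetate pH 7.5 buffer; luminescence output.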
VP16 counter: VP16 counterscreen qHTS for inhibitors of ROR gamma transcriptional activity | 310,000 tested, 3.5% active | Potency, µM (doses to about 53.6 µM), inactives show top-dose activity, negative = inhibition, usual class: inhibitors | Drosophila S2 Gal4-VP16 UAS-luciferase, luminescence, 20 h | AID 2546, 2010;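 note: Gal4-VP16 expression switched on by copper sulfate through the metallothionein promoter; potency is the fitted concentration of half-maximal effect; % is set by controls: 0 for no effect and ±100 for the full control effect; nearly all actives have a fitted effect of over 50% in size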
ELG1 genotoxic: qHTS screen for small molecules that induce genotoxicity in human embryonic kidney (HEK293T) cells expressing luciferase-tagged ELG1. HEK293T ELG1-luciferase reporter, luminescence, 16 h. Potency, µM (titrated, usually from 46 µM), for inactives: top-dose activity change, positive = activation, usual class: activators. 330,000 tested, 1.3% active; note: potency is the fitted concentration of half-maximal effect; % of control where 0% means no effect; nearly all actives have a fitted effect of over 60% in size
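ELG1-luciferase HEK293T cells, 2,000/well; compound pinned in; 16 hr, 37 °C, 5% CO2; ONE-Glo, 30 min RT; luminescence on CCD imager.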
BRCA1 expr act: qHTS Assay to Identify Small Molecule Activators of BRCA1 Expression | Potency, µM (titrated, usually from 46.1 µM), for inactives: at the top dose activation, hits mostly activators | 380,000 tested, 1.1% active | MCF7-BRCA1-FFLuc reporter, luminescence, 48 h; response scale: scaled: vehicle 0%, 10 µM genistein 100%; note: potency is the fitted concentration of half-maximal effect; nearly all actives have a fitted effect of over 80% in size; some results filed as inactive show a strong effect at the top dose
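MCF7-BRCA1-FFLuc cells, 2000/well in phenol-red-free MEM, attached 2 h then treated 48 h at 37 C. Luciferase luminescence read 15 min after reagent; normalized to genistein maximum activation (10microM) and DMSO, concentration-response fitted.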
NPC1 prom act: qHTS Assay for NPC1 Promoter Activators; Potency, µM (doses to about 9.22 µM), for inactives: top-dose activation, most hits filed as activators; AID 485313, 2010; Huh7 NPC1 promoter luciferase reporter, 24 h; 320,000 tested, 2.4% active;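 note: potency is the fitted concentration of half-maximal effect; % of control where 0% means no effect; nearly all actives have a fitted effect of over 60% in size; reporter is driven by a mutant NPC1 promoter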
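Huh7 cells stably carrying NPC1 promoter–luciferase, plated in Opti-MEM with 10% FBS for 2 h, were exposed to compound in DMSO for 24 h at 37 °C; luciferase reagent was added for 10 min and luminescence read.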
Giardia killer: Small Molecules that selectively kill Giardia lamblia: qHTS. Giardia lamblia trophozoite viability. AID 540267, 2011. activity change, % at 7.66 µM, hits read low. 340,000 tested, 0.15% active; in the data active = activity change below about -80%; inconclusive = between about -30% and that limit;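 note: parasites exposed to compound for two days anaerobically before the ATP read; % is set by controls: 0 for no effect and ±100 for the full control effect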
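Media and compound were dispensed first, then trophozoites at 100 cells/well; plates sat 48 hrs at 37 deg C without oxygen before ATP luminescence reagent was added and read after 15-30 min at room temperature.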
p53 reactivation: qHTS assay for re-activators of p53 using a Luc reporter. H1299 p53-A138V BP100-luciferase reporter, luminescence, 24 h. 320,000 tested, 0.063% active. Potency, µM (highest dose often 92.2 µM), for the others: top-dose activity change, positive = activation, most hits filed as activators; note: potency is the fitted concentration of half-maximal effect; % of control where 0% means no effect; nearly all actives have a fitted effect of over 45% in size
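p53-null H1299 cells stably carrying temperature-sensitive p53-A138V and a BP100-luciferase reporter were pinned with compounds (4-point, 1:5 series) and held 24 hrs at 37 deg C. Luminescence was read 10 min after detection reagent.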
RORgamma inh: qHTS for inhibitors of ROR gamma transcriptional activity | Nuclear receptor ROR-gamma (Mus musculus), P51450 | Drosophila S2 Gal4-RORgamma UAS-luciferase reporter, 20 h | Potency, µM (highest dose often 53.6 µM), for the others: top-dose activity change, negative = inhibition, usual class: inhibitors | 310,000 tested, 5.4% active; note: potency is the fitted concentration of half-maximal effect; % is set by controls: 0 for no effect and ±100 for the full control effect; nearly all actives have a fitted effect of over 60% in size
Target sequence (P51450 whole entry, looked up, the tested form may be a part): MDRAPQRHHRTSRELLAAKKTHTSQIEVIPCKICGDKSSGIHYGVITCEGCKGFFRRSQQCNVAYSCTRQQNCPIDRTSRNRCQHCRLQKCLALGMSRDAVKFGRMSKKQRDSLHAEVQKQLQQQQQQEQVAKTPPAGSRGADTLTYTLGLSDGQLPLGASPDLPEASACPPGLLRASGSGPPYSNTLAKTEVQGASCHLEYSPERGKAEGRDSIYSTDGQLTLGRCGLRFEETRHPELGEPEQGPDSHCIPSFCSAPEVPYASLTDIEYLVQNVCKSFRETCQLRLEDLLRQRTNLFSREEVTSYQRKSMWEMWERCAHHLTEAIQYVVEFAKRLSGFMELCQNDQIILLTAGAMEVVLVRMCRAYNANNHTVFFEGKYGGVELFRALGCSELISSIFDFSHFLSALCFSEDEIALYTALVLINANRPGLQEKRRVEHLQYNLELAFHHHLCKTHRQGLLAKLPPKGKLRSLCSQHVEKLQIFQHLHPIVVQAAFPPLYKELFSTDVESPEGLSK
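Using a luciferase readout, inhibitors were identified by reduced reporter activity in Drosophila cells coexpressing a copper-inducible Gal4–ROR gamma fusion and UAS-driven Photinus luciferase, incubated 20 hr after 700 uM copper sulfate.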
Rab9 prom act: qHTS Assay for Rab9 Promoter Activators | Huh7 Rab9 promoter-luciferase reporter, luminescence, 24 h | Potency, µM (top dose mostly 9.22 µM), for the others: at the top dose activation, negative = inhibition, actives largely listed as activators | AID 485297, 2010 | 320,000 tested, 2.8% active; note: potency is the fitted concentration of half-maximal effect; % of control where 0% means no effect; nearly all actives have a fitted effect of over 60% in size
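Rab9 promoter-driven luciferase in stably transfected Huh7 cells; 1500 cells/well rested 2 h, exposed to compound in DMSO for 24 h at 37 °C, 5% CO2. Luminescence read 10 min after adding luciferase reagent at ambient temperature.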
PKM2 activator: qHTS Assay for Activators of Human Muscle isoform 2 Pyruvate Kinase. Pyruvate kinase PKM (Homo sapiens), P14618. purified PKM2, Kinase-Glo ATP luminescence, activation; response scale: 0% is enzyme alone, no compound. Potency, µM (highest dose often 57.5 µM), inactives show at the top dose activation, hits mostly activators. 260,000 tested, 0.34% active. AID 1631, 2009; note: potency is the fitted concentration of half-maximal effect; % is set by controls: 0 for no effect and ±100 for the full control effect; nearly all actives have a fitted effect of over 55% in size
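Purified hPK-M2 (>95% pure) converted ADP (0.1 mM final) to ATP with 0.5 mM PEP in 50 mM imidazole pH7.2, KCl, MgCl2, Tween 20, BSA; 1 h at room temperature. ATP detected by Kinase-Glo luminescence.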
Menin MLL FP TR: qHTS Assay for Inhibitors Targeting the Menin-MLL Interaction in MLL Related Leukemias: Competition With Texas Red Labeled MLL-derived Mutant Peptide. 270,000 tested, 0.23% active. Potency, µM (series often up to 61.6 µM), for the others: at the top dose FP activity change, negative = inhibition, hits mostly inhibitors. Menin + Texas Red MLL mutant peptide, fluorescence polarization. AID 1768, 2009; active = well fitted inhibition curve with a large enough effect in the polarisation, with a control signal flat, not every such curve was filed as active; inconclusive = small, poorly fitted or top-dose-only effect, or effect the other way, or a change in a side signal; inactive = no such curve, though single readings can be large or run the other way; the % refers to the polarisation; note: potency is the fitted concentration of half-maximal effect; % of control where 0% means no effect; many of its hits are not listed in these tables
Target sequence (O00255 whole entry, looked up): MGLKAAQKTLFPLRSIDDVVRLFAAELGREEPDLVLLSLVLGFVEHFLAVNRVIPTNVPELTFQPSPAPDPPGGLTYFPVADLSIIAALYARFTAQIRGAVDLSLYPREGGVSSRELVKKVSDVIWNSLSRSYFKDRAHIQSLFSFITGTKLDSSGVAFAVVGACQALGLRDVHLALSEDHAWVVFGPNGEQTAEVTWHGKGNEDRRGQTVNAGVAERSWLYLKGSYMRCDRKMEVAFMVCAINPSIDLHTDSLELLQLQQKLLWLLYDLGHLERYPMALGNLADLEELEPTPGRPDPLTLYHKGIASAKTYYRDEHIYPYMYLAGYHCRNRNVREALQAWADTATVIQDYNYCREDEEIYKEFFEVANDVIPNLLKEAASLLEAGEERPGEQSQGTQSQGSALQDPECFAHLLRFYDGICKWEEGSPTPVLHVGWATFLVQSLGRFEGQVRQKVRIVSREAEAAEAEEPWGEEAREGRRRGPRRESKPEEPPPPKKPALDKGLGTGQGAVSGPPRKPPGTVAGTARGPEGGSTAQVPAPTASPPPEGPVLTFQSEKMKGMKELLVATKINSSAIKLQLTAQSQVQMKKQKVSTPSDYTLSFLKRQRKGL
* marks the source's active call; other numbers are inactive results; ? = inconclusive; · = not tested or not shown; & = joins results of further samples; [ ] = another dose, or the depositor's remark. Unless noted, calls come from the whole dose curve; as a rule, active = well fitted curve in the direction sought with a large enough effect; inconclusive = small, poorly fitted or top-dose-only effect, or another doubt; inactive = no such curve, though single readings can be large; an effect the other way counts as inactive or inconclusive.

SMILES | FLuc modulator | VP16 counter | ELG1 genotoxic | BRCA1 expr act | NPC1 prom act | Giardia killer | p53 reactivation | RORgamma inh | Rab9 prom act | PKM2 activator | Menin MLL FP TR
CC(C)N1CC(C(=O)Nc2ccc(Br)c(Cl)c2)CC1=O (stereo not drawn) | 1.3% | 1.4% | 0.9% | -4.0% | -1.1% | -0.8 | -6.0% | 0.8% | -0.1% | -0.9% | 14.9%
O=C(Nc1ccccc1C(=O)N1CCCC1)c1cccc(S(=O)(=O)N2CCCCCC2)c1 | 2.9% | -3.4% | 0.3% | -41.4% | -0.1% | -5.7 | -4.6% | 18.6% | -5.2% | -3.6% | 20.0%
O=C(/C=C/c1ccc(Br)o1)NCCCN1CCOCC1 | -2.2% | 7.9% | -2.7% | -21.2% | 1.4% | -25.8 | 2.7% | -7.5% | 0.5% | -2.1% | -4.8%
CC(C)Cn1c(-c2ccccc2)nc(=S)c2c1CCCC2 | 3.1% | -15.9% | 0.5% | -12.9% | -0.6% | -15.2 | 2.2% | 20µM* | -12.5% | -8.1% | ·
Clc1ccc(NCc2cccnc2)cc1 | -6.4% | 4.0% | 2.6% | 15.9% | -4.5% | -13.2 | 8.0% | 21.3% | 8.2% | · | 2.1%
CC(CCc1ccccc1)NS(=O)(=O)c1ccccc1 (stereo not drawn) | 13.9% | -5.6% | -1.4% | 0.0% | -4.5% | 15.9 | 4.3% | ? | 3.1% | -2.1% | 0.7%
O=C(CCN1C(=O)/C(=C/c2cccs2)SC1=S)NC1=NCCS1 | -1.8% | ? | 1.2% | -21.3% | 1.6% | 7.6 | 5.7% | 15.8µM* | -4.5% | ? | 4.5%
Cc1[nH]n(-c2ccccc2)c(=O)c1N=Nc1cccc(S(=O)(=O)N2CCOCC2)c1 | 0.4% | ? | -0.3% | -7.4% | -1.4% | -9.7 | -4.7% | 7.94µM* | 0.6% | -16.0% | ?
O=C(/C=C/c1ccc(Cl)cc1Cl)N(Cc1ccc(Cl)cc1)C1CCS(=O)(=O)C1 (stereo not drawn) | 0.4% | -20.7% | -11.9% | -81.3% | -6.6% | 9.1 | -3.9% | ? | -3.9% | 5.1% | -9.5%
O=C(Cn1nc(C(=O)O)c2ccccc2c1=O)Nc1ccccc1C(F)(F)F | -1.2% | 7.7% | 0.0% | 14.5% | 0.0% | -16.6 | 2.3% | 33.8% | 0.7% | -6.8% | ?
CCOc1ccc(NC(=O)CN(C)C(=O)CN2C(=O)C3CC=CCC3C2=O)cc1OCC (stereo not drawn) | -1.3% | · | 0.3% | -3.6% | 0.1% | -14.7 | 4.8% | · | 2.5% | · | ·
CCc1ccc(C(=O)Nc2ccc(OC)c(S(=O)(=O)N3CCOCC3)c2)cc1 | -18.8% | -4.0% | -10.0% | -41.4% | -3.1% | -16.8 | -2.3% | 9.8% | -1.6% | 4.2% | 13.0%
Cc1ccc(S(=O)(=O)NCC(=O)N(CC(=O)NCC2CCCO2)Cc2ccccc2)cc1 (stereo not drawn) | -2.0% | 1.7% | -0.1% | -6.8% | 0.2% | -9.8 | 2.5% | 6.6% | 1.2% | -4.2% | 13.4%
O=C1SCC(c2ccc(Cl)cc2Cl)=NN1Cc1nnc(-c2ccccc2)o1 | 4.8% | -4.8% | 0.2% | -21.7% | 1.4% | 9.7 | -8.3% | 19.6% | -6.2% | -4.0% | -13.4%
Cc1ccc(CN2CC(C(=O)Nc3ncccc3C)CC2=O)cc1 (stereo not drawn) | 2.3% | 1.7% | 2.2% | 5.3% | -3.4% | 8.7 | 4.8% | -9.5% | 0.9% | -4.9% | 7.9%
CCOC(=O)C(=O)NCC(c1cccs1)S(=O)(=O)c1ccc(C)cc1 (stereo not drawn) | 2.4% | · | -2.3% | -5.3% | -1.4% | 11.2 | -2.1% | · | -5.9% | · | ·
CC(C)(C)n1nc2c(c1NC(=O)c1ccc(Cl)c([N+](=O)[O-])c1)CS(=O)(=O)C2 | 0.8% | -10.1% | -14.1% | -22.1% | -4.9% | 4.1 | -5.2% | -21.4% | -1.9% | 2.4% | 17.0%
COc1ccc(NC(=O)CS(=O)CC(=O)Nc2ccc(-n3cnnn3)c(C)c2)cc1 (stereo not drawn) | -1.1% | 4.3% | -3.3% | -17.1% | -0.3% | 0.5 | 9.2% | 1.2% | -1.6% | -6.4% | 8.4%
O=C(O)CCC(=O)Nc1nc2nccc(-c3ccccc3)n2n1 | -19.3% | 0.8% | -5.4% | -3.3% | -0.8% | 40.3[activator] | ? | 29.4% | 4.4% | 1.6% | ·
Cc1ccc2nc(Nc3ncc4c(n3)CCCC4=O)nc(C)c2c1 | -0.8% | 5.8% | 0.5% | · | -1.7% | · | 0.3% | -24.9% | 5.0% | -1.1% | -18.3%
Cn1c(/C(C#N)=C(\O)c2ccc([N+](=O)[O-])cc2)nc2ccccc21 | -1.0% | 0.7% | 12.4% | -7.3% | -8.4% | -8.9 | -2.3% | 0.8% | -3.9% | 0.1% | 0.4%
O=C(NNc1ncnc2c1cnn2-c1ccc(F)cc1)c1cccs1 | -16.2% | -5.1% | 3.7% | 5.0% | -0.8% | -26.1 | 2.6% | 12.6µM* | -0.2% | 0.4% | -2.6%
COC(=O)C1=C(C)N(CC2CC2)C(=O)N[C@H]1c1ccc(Br)cc1 | 3.4% | 1.4%&-13.3% | -2.0% | 4.8% | -2.0% | -24.1 | -4.5% | ? | -1.6% | -1.8% | 0.5%&-0.3%
O=C1c2ccccc2NC(c2cccnc2)N1c1ccccc1F (stereo not drawn) | -1.2% | 4.1% | 0.3% | -0.8% | 4.5% | 10.2 | -0.6% | -1.8% | 1.0% | 7.6% | -11.9%
Cc1cc(=O)[nH]c2c1c(C)nn2C(C)(C)C | 2.0% | -1.8% | 3.1% | -14.8% | -6.7% | 15.4 | 1.1% | 26.2% | -6.5% | -5.9% | ·
COc1ccc(CNC(=O)c2cnc3cc(C)ccn3c2=O)cc1 | 2.2%&2.9% | -14.5% | ? | 1.8% | -1.3% | 10.7 | 1.5% | 8.4% | 8.3% | ? | -5.6%
Cc1ccc(N2C(=O)C3CCCN3C2=S)c(C)c1 (stereo not drawn) | -6.0% | · | -1.4% | 19.7% | -5.3% | -15.9 | 7.0% | · | -6.4% | · | ·
COc1ccc(NC(=O)c2nn(C)c(C(=O)Nc3ccc(OC)cc3)c2[N+](=O)[O-])cc1 | -1.2% | 0.3% | 12.1% | -7.2% | 2.2% | 2.2 | 14.3% | -11.9%[1.91 µM] | -4.8% | -16.8% | ?
CC1(C)CC(=O)C2=C(C1)OC(N)=C(C#N)[C@@H]2c1ccccc1[N+](=O)[O-] | 0.2% | 7.6% | -2.7% | -17.8% | -1.2% | -11.2 | 7.0% | -1.9% | -7.0% | -9.2% | ·
Cc1ccc2nc(-c3ccc(N4C(=NC(=O)CCC(=O)O)SC5CS(=O)(=O)CC54)cc3)sc2c1 (stereo not drawn) | 10.7µM* | 1.4% | ? | 5.62µM* | ? | 16.4 | ? | ? | 4.47µM* | -4.4% | 34.4%[activator]
Cc1onc(-c2ccccc2Cl)c1C(=O)NC(=S)Nc1ccccc1F | -3.0% | ? | -6.2% | -1.1% | -3.7% | 26.6 | 3.1% | 5.01µM* | 11.6% | -3.8% | 27.6%
CCCCOc1ccc(CSC(=N)N)cc1Cl | -14.6% | -2.7% | -11.9% | -99.6%[inhibitor] | -2.5% | -4.1 | 7.1% | -8.1% | -2.4% | 5.1% | ·
COCCN(C(=O)COC(=O)c1c(-c2ccccc2)noc1C)c1c(N)n(Cc2ccccc2)c(=O)[nH]c1=O | 3.4% | 5.8% | 3.4% | -8.2% | -5.1% | -8.7 | -2.1% | -14.7% | -3.7% | · | ·
COc1ccc2cc(C(c3nnnn3CCc3ccccc3)N3CCCC(C)C3)c(=O)[nH]c2c1 (stereo not drawn) | 1.9% | 3.8% | -0.5% | -5.1% | 1.2% | 3.5 | -6.5% | -0.5%[10 µM] | -6.8% | 3.7% | -4.5%

An excerpt, so the mix of outcomes need not match the whole.
